# Nrf2 activator: activates Nrf2 signaling; Potency, µM (titrated, usually from 46.1 µM), for inactives: at the top dose activation, hits mostly activators; AREc32 ARE-luciferase reporter (MCF7-derived line), luminescence, 24 h; AID 624171; 410,000 tested, 0.31% active; also: potency is read from the fitted curve at half-maximal effect; % of control where 0% means no effect; nearly all actives have a fitted effect of over 65% in size
#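 For detection, Steady-Glo was added and plates sat 30 min at RT; before that, AREc32_Fluc cells grown overnight in OPTI-MEM/5% FBS had been treated with 23 nL compound for 24 hr at 37 deg C.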
# HepG2 tox: counter-screen for TGF-b inhibitors: cytotoxicity in HepG2 cells; Potency, µM (top dose mostly 46.1 µM), without a hit: at the highest dose activity change, negative = cytotoxicity, actives largely listed as cytotoxic; 410,000 tested, 0.76% active; HepG2 CAGA-GFP viability, ATP luminescence, 18 h; also: potency is read from the fitted curve at half-maximal effect; some results filed as inactive show a strong effect at the top dose
#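 CellTiter-Glo luminescence gave cytotoxicity after 18 hours at 37 degrees C. The cells were HepG2 CAGA-GFP in 1% FBS DMEM, stimulated with 500 pg/mL TGF-beta after compound addition. %Activity was normalised to no-cell wells (complete cell-killing) and DMSO (no toxicity), and curves were fitted and classified.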
# CCT modulator: cytosolic chaperonin activity modulation; 360,000 tested, 0.3% active; activity change, % (concentration not given with the values), hits read low; AID 651819; purified chaperonin ATPase assay, HTRF ADP detection, 30 min; in the data active = activity change below about -30%; also: % is scaled to controls: 0 for no effect and ±100 for the full control effect
#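 ATPase activity: ADP formed was measured by HTRF Transcreener (665/615 nm ratio) after 30 min at 37 deg C with 10 uM ATP. Compounds screened at one 76 uM concentration against 40 or 20 nM TRiC in Tris pH 7.4/KCl/MgCl2/DTT buffer.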
# Abeta rescue: compounds reversing amyloid beta toxicity in yeast | yeast expressing A-beta42, growth rescue, OD600, 48 h; response scale: 0% DMSO, 100% iron-clioquinol control | Potency, µM (highest dose often 46.1 µM), for the others: at the highest dose growth rescue, usual class: activators | 410,000 tested, 0.063% active; also: potency is read from the fitted curve at half-maximal effect; nearly all actives have a fitted effect of over 55% in size
#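 Yeast growth medium received pinned compounds, then yeast cells expressing toxic A-beta were added; plates incubated at 30 C for 48 hr. Growth read as absorbance at 600 nm, normalized to DMSO and equimolar FeCl3 plus clioquinol controls.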
# A549 viability: kills or reduces viability of A549 cells in Nrf2 counter-screen | A549 ARE-Fluc cells, CellTiter-Fluor viability, 18-24 h | 390,000 tested, 0.16% active | Potency, µM (top dose mostly 46 µM), for the others: at the top dose activity change, negative = cytotoxicity, actives largely listed as inhibitors; also: potency is read from the fitted curve at half-maximal effect; % is scaled to controls: 0 for no effect and ±100 for the full control effect
#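 A549 ARE_Fluc cells in 5% FBS OPTI-MEM were exposed to compounds in concentration-response for 18-24 h at 37 deg C. Viability was read by CellTiter-Fluor fluorescence (Ex 405/Em 525) after 30 min, before the luciferase read.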
# Nrf2 block: Nrf2 pathway inhibition; A549 ARE-Fluc reporter, luciferase luminescence, 18-24 h; 360,000 tested, 2.1% active; Potency, µM (highest dose often 46 µM), for the others: top-dose activity change, negative = inhibition, hits mostly inhibitors; also: potency is read from the fitted curve at half-maximal effect; % is scaled to controls: 0 for no effect and ±100 for the full control effect; nearly all actives have a fitted effect of over 60% in size
#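 Nrf2 activity is the BugLite luminescence, read 15 min after reagent at room temperature, following CellTiter-Fluor cytotoxicity readout (30 min, 37C). Compound titrations were applied for 18-24 h to 5000 A549 ARE_Fluc cells/well in 5% FBS OPTI-MEM.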
# Mm-Cpn inhibitor: blocks the Methanococcus maripaludis chaperonin Mm-Cpn. purified Mm-Cpn ATPase, ADP Transcreener TR-FRET. Potency, µM (titrated, usually from 76.9 µM), for the others: top-dose activity, negative = inhibition, usual class: inhibitors. 330,000 tested, 0.031% active; also: potency is read from the fitted curve at half-maximal effect; % is scaled to controls: 0 for no effect and ±100 for the full control effect; nearly all actives have a fitted effect of over 80% in size
#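 Purified archaeal Mm-CPN (25nM final) preincubated 10 min at 37degC with compound, then 10uM ATP for 30 min at 37degC; ADP measured by HTRF Transcreener TR-FRET; buffer 30 mM TRIS pH 7.4, 100mM KCl, 5mM MgCl2, 1mM DTT.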
# TGFb SMAD3 inh: TGF-b pathway inhibition. AID 588855. 410,000 tested, 1.2% active. Potency, µM (series often up to 46.1 µM), inactives show top-dose activity, negative = inhibition, most hits filed as inhibitors. HepG2 CAGA-GFP TGF-b/SMAD3 reporter, GFP fluorescence, 18 h; TGF-beta stimulated, 500 pg/mL final; also: potency is read from the fitted curve at half-maximal effect; % is scaled to controls: 0 for no effect and ±100 for the full control effect; nearly all actives have a fitted effect of over 65% in size
#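 Smad-responsive CAGA-GFP expression was quantified in HEPG2 cells exposed to compounds and 500 pg/mL final TGF-beta for 18 h at 37 degrees C; unstimulated wells defined full inhibition.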
# Akt phos inh: inhibitors of Akt phosphorylation; 360,000 tested, 0.32% active; Neuro2A IGF-stimulated pAkt S473 HTRF, 20 min; stronger effect = lower value; activity change, % for hits at 50 µM; AID 651550; in the data active = activity change below about -80%; inconclusive = mostly about -51% to -80%; also: % is scaled to controls: 0 for no effect and ±100 for the full control effect
#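 Neuro2A cells in DMEM with 0.5% FBS, overnight at 37 deg C, given compound at single 50 µM final, then IGF (6 nM final) for 20 min at 37 deg C. Lysed; phospho-Akt Ser473 by HTRF after 24 h, 665/615 ratio.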
# * hit, by the source's call; i = inactive; u = inconclusive; x = not tested or not shown; & = joins results of further samples; [ ] = another dose, or the depositor's remark. Unless noted, calls follow the shape of the dose curve; as a rule, active = well fitted curve in the direction sought with a large enough effect; inconclusive = small, poorly fitted or top-dose-only effect, or another doubt; inactive = no such curve, though single readings can be large; an effect the other way counts as inactive or inconclusive.
Molecule | Nrf2 activator | HepG2 tox | CCT modulator | Abeta rescue | A549 viability | Nrf2 block | Mm-Cpn inhibitor | TGFb SMAD3 inh | Akt phos inh
CCn1cc(/C=C(\NC(=O)c2ccc(OC)c(OC)c2)C(=O)N2CCOCC2)c2ccccc21 | 2.7% | 12% | 0.4 | 11% | -4% | -2% | -1% | 4% | i
COc1ccc(C(=O)NCCSCc2ccccc2C)cc1 | -0.6% | -34% | -0.1 | 4% | 7% | 10% | -5% | 4% | i
CC(=Nc1ccccc1)C1=C(O)C(CC(C)C)NC1=O (stereo not given) | 0.3% | -16% | -0.4 | -4% | -8% | -3% | x | -30% | i
O=C(c1cc2c(s1)-c1ccccc1OC2)N1CCN(c2ccc(F)cc2)CC1 | 0.1% | -20% | x | -14% | -6% | -66% | x | -29% | x
O=C(C1CC12CCCC2)N1CCC(CO)(Cc2ccccc2Cl)CC1 (stereo not given) | -0.4% | -31% | -4.0 | 22% | 1% | -9% | 0% | u | i
COc1cccc(C(C(=O)NC2CCCCC2)N(C(=O)c2ccco2)c2ccccc2OC)c1 (stereo not given) | 0.4% | -23% | -0.9 | -1% | -6% | -14% | -2% | -11% | i
CCCn1cc(S(=O)(=O)c2cccc(Cl)c2)c(=O)c2cc(F)c(N3CCOCC3)cc21 | -0.5% | -2% | x | 0% | -2% | -24% | x | u | x
C=CCN(CC=C)C(=O)C[n+]1ccc(C(N)=O)cc1 | -0.8% | 5% | 0.1 | 7% | -4% | 2% | -1% | 10% | i
CC1=C(C)C(OCCBr)N(c2cc(O)c(Cl)cc2F)C1=O (stereo not given) | 3.8% | -8% | -1.3 | -13% | -1% | 17% | 0% | 4% | i
O=C(NCC(c1ccco1)N1CCN(c2ccccc2)CC1)c1cccs1 (stereo not given) | 2.9% | -37% | -2.1 | 2% | -4% | 0% | 1% | -5% | i
O=S(=O)(c1cccs1)N1CCN(c2ccccc2)CC1 | -0.1% | -2% | -1.6 | 7% | 4% | 1% | 0% | 12% | i
CCn1c(COc2cc(C)cc(C)c2)nnc1SCC(=O)N1CCN(c2ccccc2)CC1 | 0.0% | -22% | -0.9 | 8% | -10% | u | 0% | -10% | i
Cn1c(CCN2CCN(c3ccccn3)CC2)nc2cc(NS(=O)(=O)c3ccc(Cl)cc3)ccc21 | 13% | 5% | -2.3 | -5% | -1% | u | 2% | u | i
COc1ccc(C2CC(c3ccccc3)=NN2C(=S)Nc2ccccc2)cc1 (stereo not given) | 0.0% | 4% | -8.6 | 9% | 2% | u | 50µM* | 0% | i
CCCCN(C(=S)SC)C1CCS(=O)(=O)C1 (stereo not given) | -0.1% | 37% | 0.6 | 7% | -3% | -3% | 1% | -3% | i
O=C(CCCn1c(=O)c2sccc2n(Cc2ccc(F)cc2)c1=O)NCc1ccco1 | 2.9% | 3% | 1.5 | -23% | -1% | x | 2% | -26% | i
CCC(=O)NC(=S)NNC(=O)c1ccccc1[N+](=O)[O-] | 0.8% | -2% | 0.5 | 4% | -2% | 12% | 0% | -2% | i
O=C(O)c1ccc(Nc2nc(-c3ccccc3)c3cc(Br)ccc3n2)cc1 | 5.0% | 1% | x | -17% | -18% | u | x | 7% | x
Cc1ccc(S(=O)(=O)N(C)C)cc1NC(=O)COC(=O)CSc1ccccc1 | -0.2% | 4% | -1.2 | 12% | 1% | 0% | -1% | -3% | i
O=C(NCc1ccc2c(c1)OCO2)c1ccc(CN2CCc3ccccc3C2)cc1 | 3.6% | -1% | -1.3 | 5% | 1% | u | 0% | -10% | i
Cc1ccc(NC(=O)C2CCCN(S(=O)(=O)c3c(C)n[nH]c3C)C2)cc1C (stereo not given) | -0.6% | -6% | x | -8% | 0% | -26% | x | -9% | x
O=C(NCc1ccccc1)C(c1ccncc1)N(C(=O)c1ccccn1)c1ccccc1 (stereo not given) | 4.1% | 6% | -0.9 | -54%[inhibitor] | 1% | 7% | 1% | 17% | i
CCN(C[C@H]1N[C@@](C)(C(=O)OC)[C@H]2C(=O)N(C)C(=O)[C@@H]12)C(=O)C1CCCCC1 | 0.2% | -1% | -0.1 | -10% | -1% | 21% | -1% | -29% | i
NC(=O)Cn1ccc(O)c(Cc2ccc(Cl)cc2Cl)c1=O | -0.9% | -2% | -1.3 | -18% | 10% | -13% | 0% | -20% | i

# Seven entries from above in another layout:
# The line under a structure holds: Nrf2 activator | HepG2 tox | CCT modulator | Abeta rescue | A549 viability | Nrf2 block | Mm-Cpn inhibitor | TGFb SMAD3 inh | Akt phos inh
> O=S(=O)(c1cccs1)N1CCN(c2ccccc2)CC1
→ -0.1% | -2% | -1.6 | 7% | 4% | 1% | 0% | 12% | i
> CCn1c(COc2cc(C)cc(C)c2)nnc1SCC(=O)N1CCN(c2ccccc2)CC1
→ 0.0% | -22% | -0.9 | 8% | -10% | u | 0% | -10% | i
> Cn1c(CCN2CCN(c3ccccn3)CC2)nc2cc(NS(=O)(=O)c3ccc(Cl)cc3)ccc21
→ 13% | 5% | -2.3 | -5% | -1% | u | 2% | u | i
> COc1ccc(C2CC(c3ccccc3)=NN2C(=S)Nc2ccccc2)cc1 (stereo not given)
→ 0.0% | 4% | -8.6 | 9% | 2% | u | 50µM* | 0% | i
> CCCCN(C(=S)SC)C1CCS(=O)(=O)C1 (stereo not given)
→ -0.1% | 37% | 0.6 | 7% | -3% | -3% | 1% | -3% | i
> O=C(CCCn1c(=O)c2sccc2n(Cc2ccc(F)cc2)c1=O)NCc1ccco1
→ 2.9% | 3% | 1.5 | -23% | -1% | x | 2% | -26% | i
> CCC(=O)NC(=S)NNC(=O)c1ccccc1[N+](=O)[O-]
→ 0.8% | -2% | 0.5 | 4% | -2% | 12% | 0% | -2% | i

# Other compounds follow:
Molecule | Nrf2 activator | HepG2 tox | CCT modulator | Abeta rescue | A549 viability | Nrf2 block | Mm-Cpn inhibitor | TGFb SMAD3 inh | Akt phos inh
O=C(Nc1ccc(O)c2c(=O)cc(-c3ccccc3Cl)oc12)c1ccc(Cl)cc1Cl | -0.7% | 4%&-3% | 0.2 | -7% | -2%&6% | 6%&26% | 1% | 15%&-3% | i
Cc1occc1C(=O)NNC(=O)c1ccc(F)cc1 | 0.2% | -38% | -0.8 | 5% | -1% | -10% | -1% | -2% | i
COCCCn1c(=N)c(C(=O)NCC2CCCO2)cc2c(=O)n3cccc(C)c3nc21 (stereo not given) | -1.2% | -9% | -1.7 | -4% | u | -1% | -2% | -1% | i
O=C(NC1CCCCC1)C(c1ccc(O)cc1)N(C(=O)c1cnccn1)c1cccc(F)c1 (stereo not given) | 0.1% | 7% | 1.3 | 4% | -2% | 8% | -2% | -14% | i
O=C(Cn1cnc2c(OCc3ccccc3)ncnc21)NCCc1c[nH]c2ccccc12 | -0.4% | -2% | -2.4 | 1% | 1% | -2% | 3% | -3% | i
Cc1onc(-c2c(Cl)cccc2Cl)c1C(=O)Nc1ccc2c(c1)OCCO2 | -0.6% | -19% | -2.3 | 5% | -8% | -21% | 0% | -3% | i
CCCCCC(C)n1[nH]c(=O)c2c(C)cc(C)nc21 (stereo not given) | -1.4% | -31% | -1.0 | 4% | 0% | 18% | 1% | u | i
C=CCn1c(SC(F)F)nc2scc(-c3ccco3)c2c1=O | u | -17% | 0.4 | -3% | -25% | u | -1% | 10µM* | i
Cc1cccc(C(=O)Nc2c(C(=O)N3CCN(c4ccc(F)cc4)CC3)oc3ccccc23)c1 | -0.4% | -13% | x | 9% | -1% | u | x | -14% | x
CCC(C(=O)NC(C)(C)C)N(C(=O)Cn1nnc(-c2ccccc2F)n1)c1cnc2ccccc2c1 (stereo not given) | -0.9% | -3% | -1.9 | 7% | 15% | 18% | 1% | -3% | i
CC(C)CC(=O)NC(NC(=S)Nc1sc2c(c1C#N)CCCC2)C(Cl)(Cl)Cl (stereo not given) | 6.4% | -42% | -1.0 | 1% | u | u | -1% | 16µM* | i
CCOC(=O)C1C(C#N)=C(N)OC(C)=C1c1ccncc1 (stereo not given) | 3.1% | -27% | -6.3 | 13% | -2% | x | 0% | 51%[activator] | i
CCOC(=O)C1CCCN(S(=O)(=O)Cc2ccccc2Cl)C1 (stereo not given) | -0.6% | -25% | 0.2 | 5% | 16% | -1% | 2% | -2% | i
COc1ccc(N2CCCn3c2nc2c3c(=O)n(Cc3ccccc3)c(=O)n2C)c(OC)c1 | -0.8% | 2% | -1.2 | 8% | -6% | -29% | 4% | 8% | i
N#CCN1CCN(CC(=O)Nc2ccc(OCc3ccccc3)cc2)CC1 | 0.3% | -31% | 1.0 | -10% | -1% | 16% | 1% | u | i
O=P(O)(O)c1ccccc1OCCCCCOc1ccccc1P(=O)(O)O | 2.0% | -13% | 1.0 | -9% | 1% | 3% | 1% | -4% | x
CN(C(=O)COC(=O)CNC(=O)CNC(=O)c1ccc(Cl)cc1Cl)c1ccccc1 | 2.7% | -10% | -2.6 | -6% | 11% | -21% | 1% | -13% | i
COc1cc(CN(C(=O)COc2ccccc2Cl)c2ccccn2)cc(OC)c1OC | 4.0% | -11% | x | -14% | 12% | 1% | x | -12% | x
Brc1ccc(C2=Nn3c(nnc3-c3cccnc3)SC2)s1 | 3.8% | -3% | -1.8 | 16% | -16% | -22% | -3% | -8% | i
